Vif-A3G inh: Vif-A3G binding inhibition. Q9HC16. HeLa A3G-eYFP + Vif (tagged APOBEC3G with the HIV-1 protein that degrades it), YFP fluorescence, overnight. Potency, µM (series often up to 46.1 µM), without a hit: top-dose activity, negative = active, most hits filed as inhibitors. actives 0.076% (n = 410,000);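 also: potency is read from the fitted curve at half-maximal effect; % is scaled to controls: 0 for no effect and ±100 for the full control effect; nearly all actives have a fitted effect of over 60% in size; hits raise eYFP signal because A3G escapes Vif-driven loss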
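Read-out is eYFP fluorescence (Ex 488/Em 500-530) from Vif-expressing HeLa A3G-eYFP cells; more signal means A3G escaped Vif-mediated degradation. Cells plated overnight, compound pinned in, incubated overnight at 37 deg C.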
Vif-A3F inh: inhibitors of Vif-A3F interaction | HeLa A3F-eYFP + Vif (tagged APOBEC3F with the HIV-1 protein that degrades it), YFP fluorescence increase | Potency, µM (doses to about 46.1 µM), for the others: top-dose activity, negative = active | actives 0.2% (n = 390,000) | AID 602313; also: potency is read from the fitted curve at half-maximal effect; % of control where 0% means no effect; nearly all actives have a fitted effect of over 65% in size
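HeLa cells stably expressing Vif plus C-terminally eYFP-tagged A3F were seeded, incubated overnight at 37 deg C, dosed with compound, incubated overnight again at 37 deg C. Yellow fluorescence (Ex 488/Em 500-530) reported blocked Vif-mediated A3F-eYFP degradation.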
D1 agonist: human D1 receptor agonism. actives 1% (n = 360,000). P21728. HEK293 T-REx D1 cells, calcium flux, agonist mode. activation, % at 2 µM; in the data active = activation above about 30%; also: 0% is about no effect
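Agonism was scored from calcium flux recorded over 180 s (1 read/s) after pintool compound addition, following a 10-cycle baseline. Cells were inducible force-coupled HEK293 TREx D1, plated overnight at 30 C and loaded with no-wash calcium dye.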
GRP78 ERSR act: inducers of ER stress response in human glioma cells; U87-MG GRP78 promoter luciferase reporter, 16 h; Potency, µM, without a hit: top-dose activation, most hits filed as activators; actives 0.02% (n = 420,000); also: potency is read from the fitted curve at half-maximal effect; series mostly up to about 76 µM; % of control where 0% means no effect; nearly all actives have a fitted effect of over 35% in size
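Stably transfected U87-MG human glioma cells carrying a GRP78-based luminescent sensor were seeded at 1000 cells/well, pin-dosed with compounds and incubated 16 h. Luciferase reagent was then added, and end-point luminescence was read after 10 min at room temperature.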
D1 potentiator: potentiators of human D1 dopamine receptor; P21728; HEK293 TREx D1 cells, calcium flux, dopamine EC20 potentiation; potentiation, % at 10 µM; actives 0.036% (n = 360,000); AID 504651; in the data active = potentiation above about 30%; also: 0% is about no effect
RXFP1 ag: RXFP1 (human) receptor agonism. Q9HBX9. Potency, µM (top dose mostly 57.5 µM), without a hit: at the top dose activation, hits mostly activators. actives 0.3% (n = 370,000). HEK293T-RXFP1 cAMP TR-FRET, 30 min; response scale: percent of porcine relaxin response, buffer zero; also: potency is read from the fitted curve at half-maximal effect; % is scaled to controls: 0 for no effect and ±100 for the full control effect; nearly all actives have a fitted effect of over 60% in size; many of its hits are not listed in these tables
Target sequence (Q9HBX9 whole entry, looked up): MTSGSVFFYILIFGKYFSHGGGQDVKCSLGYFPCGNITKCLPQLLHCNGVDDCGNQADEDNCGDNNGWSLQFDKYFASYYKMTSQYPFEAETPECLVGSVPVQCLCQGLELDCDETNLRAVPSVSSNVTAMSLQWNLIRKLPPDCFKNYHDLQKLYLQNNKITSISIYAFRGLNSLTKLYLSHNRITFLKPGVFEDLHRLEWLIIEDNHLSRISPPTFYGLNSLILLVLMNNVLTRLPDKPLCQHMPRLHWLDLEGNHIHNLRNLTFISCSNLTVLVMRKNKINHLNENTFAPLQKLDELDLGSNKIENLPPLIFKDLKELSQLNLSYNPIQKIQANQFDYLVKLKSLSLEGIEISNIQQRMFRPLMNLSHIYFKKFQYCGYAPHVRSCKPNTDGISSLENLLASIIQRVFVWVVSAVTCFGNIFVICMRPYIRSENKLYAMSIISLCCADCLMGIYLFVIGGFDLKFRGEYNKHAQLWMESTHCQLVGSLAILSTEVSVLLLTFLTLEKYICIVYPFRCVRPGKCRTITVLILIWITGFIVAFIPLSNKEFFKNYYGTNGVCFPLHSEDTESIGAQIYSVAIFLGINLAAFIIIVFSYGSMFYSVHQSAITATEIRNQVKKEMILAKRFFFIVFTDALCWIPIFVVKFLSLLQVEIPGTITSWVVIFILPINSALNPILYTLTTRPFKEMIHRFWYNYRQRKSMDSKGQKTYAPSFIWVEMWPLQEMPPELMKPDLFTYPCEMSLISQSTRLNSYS
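Agonist response is measured as cAMP accumulation in an RXFP1-transfected HEK293T line under PDE4 inhibition. Values are scaled between buffer-only and 29 nM porcine relaxin, and EC50s come from standard Hill equation fits.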
RXFP1 antag: blocks the human relaxin receptor RXFP1; AID 1259400; HEK293-RXFP1, relaxin-stimulated cAMP HTRF, 30 min; stronger effect = lower value; actives 0.59% (n = 350,000); Q9HBX9; activity change, negative = inhibition, % at 57.5 µM;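 active = activity change of -60% or lower, but not beyond a set lower limit; inconclusive = change between -60% and -40%, or beyond the set limit; inactive = change above -40%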; also: % is scaled to controls: 0 for no effect and ±100 for the full control effect
D1 antagonist: human D1 dopamine receptor antagonism. P21728. actives 3.2% (n = 360,000). AID 504652. activity change, negative = inhibition, % at 10 µM. HEK293 TREx D1 cells, calcium flux, dopamine EC80; stronger effect = lower value; in the data active = activity change below about -30%; also: % is scaled to controls: 0 for no effect and ±100 for the full control effect
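Inducible Hek293 Trex D1 cells (tetracycline, overnight, 30 C). Calcium dye 30–90 min RT. Antagonist mode: EC80 dopamine added after 180 s compound read.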
D2 PAM: positively modulates the human D2 dopamine receptor allosterically | P14416 | potentiation, % at 10 µM | HEK293 T-REx D2, calcium flux, EC20 dopamine potentiation | actives 0.34% (n = 340,000);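 active = potentiation over 3 SD above the plate norm, cut at about 30% in these data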; also: 0% is about no effect
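Tetracycline-induced Hek293 Trex D2 cells, force-coupled to calcium, loaded with no-wash calcium dye. Compound added with 180 s kinetic read for agonism, then EC20 dopamine and a further 180 s read for potentiation.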
* = called active by the depositor; ? = inconclusive; / = not tested or not shown; & = joins results of further samples. Unless noted, calls follow the shape of the dose curve; as a rule, active = well fitted curve in the direction sought with a large enough effect; inconclusive = small, poorly fitted or top-dose-only effect, or another doubt; inactive = no such curve, though single readings can be large; an effect the other way counts as inactive or inconclusive.

SMILES	Vif-A3G inh	Vif-A3F inh	D1 agonist	GRP78 ERSR act	D1 potentiator	RXFP1 ag	RXFP1 antag	D1 antagonist	D2 PAM
CCOC(=O)c1cccc(NC(=O)CCc2nc3cccnc3n2-c2ccccc2)c1	-20%	?	-1	-3%	1	21%	-1	-7	4
CCn1c(C)nc2cc(C(=O)NNC(=S)Nc3ccccc3)ccc21	-2%	-3%	1	-2%	-11	3.1%	3	16	-6
N=C1C(c2ccccc2)=C(O)C2CCc3ccccc3N12 (centres undefined)	0%	-5%	1	3%	-5	1.0%	10	-6	9
CC(=O)c1cccc(N(C(=O)c2cnccn2)C(C(=O)NCc2ccccc2)c2ccco2)c1 (centres undefined)	-1%	-3%	1	-2%	-2	0.2%	4	2	-2
Cc1ccc(-c2cc(C(=O)NCCCN3CCCC3)c3ccccc3n2)cc1C	4%	7%	0	1%	2	1.7%	-14	20	-13
O=C(Nc1cccc(NC(=O)c2ccco2)n1)c1ccco1	0%	-6%	3	-4%	-1	1.3%	1	9	0
C/C(=N\NC(=O)COc1cc(C)cc(C)c1)c1cccc(NC(=O)C2CCC2)c1	7%	1%	4	1%	15	0.0%	-9	-15	-13
CCOC(=O)c1ccc(NC(=O)COc2ccccc2OC)cc1	1%	-8%	/	-1%	/	-0.8%	-2	/	/
Cc1ccc(/C=C/c2onc(C)c2S(=O)(=O)N2CCC(C(=O)Nc3cccc(C#N)c3)CC2)cc1	1%	3%	5	-2%	-2	-0.6%	/	5	-12
O=C(COC(=O)c1cncc(Br)c1)Nc1ccc2c(c1)OCO2	-1%	7%	1	0%	-3	0.4%	-6	-12	1
COc1ccccc1-c1noc(CCC(=O)Nc2cccc(C(F)(F)F)c2)n1	-4%	1%	3	-5%	-7	4.0%	10	0	-16
CC1(C)O[C@@H]2[C@H](O1)[C@@H](COS(=O)(=O)O)O[C@H]2n1cnc2c(=O)[nH]cnc21	-3%	3%	1	?	-2	7.6%	/	27	-7
O=C(NNC(=O)c1ccccc1[N+](=O)[O-])c1ccco1	5%	-4%	4	-4%	-8	-3.6%	-8	-9	/
Cc1cc(NC(=O)CSc2ccc3nnc(CCNS(=O)(=O)c4ccccc4)n3n2)no1	-2%	-9%	2	-4%	1	6.0%	1	8	/
COc1ccc2ccccc2c1CN1CCN(C)CC1	0%	-10%	4	-3%	-6	1.8%	0	22	-18
COc1cc(C(=O)OCC(=O)Nc2c(F)cccc2F)cc(OC)c1C	0%	13%	3	-3%	-7	9.4%	3	-20	-5
CC(C)(O)CC[C@@H](O)[C@](C)(O)[C@H]1CC[C@@]2(O)C3=CC(=O)[C@@H]4C[C@@H](O)[C@@H](O)C[C@]4(C)C3CC[C@]12C (some centres undefined)	1%	3%	-1	1%	3	3.3%	/	-14	2
C=CCOC(=O)/C(=C\c1ccccc1)NC(=O)c1ccc(C)cc1	0%	1%	1	3%	6	-0.4%	0	6	14
O=C(c1cc(=O)c2ccccc2o1)N(Cc1ccccc1)C1CCS(=O)(=O)C1 (centres undefined)	0%	-2%	0	-3%	3	0.3%	0	3	-2
CN(CCOc1ccccc1)C(=O)c1ccc(N2CCCC2)c([N+](=O)[O-])c1	5%	13%	17	-2%	-7	-1.6%	-3	0	5
CN(c1ccc(F)cc1)S(=O)(=O)c1ccc(Cl)c(C(=O)NCc2ccco2)c1	8%	-3%	/	2%	/	/	3	/	/
Cc1cccnc1NC(=O)Cn1nc([N+](=O)[O-])cc1C	-5%	4%	1	-2%	5	?	2	-1	-2
S=c1nc(C2CCCCC2)n(-c2ccccc2)[nH]1	5%	5%	2	-2%	-2	1.4%	-14	21	-1
O=C(NC1CCN(C(=S)Nc2ccc(F)cc2)CC1)C1CCCCC1	0%	-14%	2	0%	1	-4.8%	-6	2	11
COc1cc(NC(=O)Cn2cnc(S(=O)(=O)N3CCCC3)c2)cc(OC)c1OC	4%&0%	-1%&-14%	2&1	0%&-1%	3&-4	0.3%&-2.3%	8	-20&-6	-11&0
NC(=O)CC(NC(=O)c1ccc(Br)cc1)c1ccc(NC2CCCCCC2)c([N+](=O)[O-])c1 (centres undefined)	?	?	1	0%	6	-0.9%	/	6	-1
CC(Oc1ccc(Br)cc1)C(=O)NC1CCN(Cc2ccccc2)CC1 (centres undefined)	1%	-3%	12	-1%	-10	-1.9%	-13	-7	2
O=C(CSc1nc2ccccc2c(=O)[nH]1)Nc1ccc(N2CCOCC2)c(Cl)c1	-9%	4%	13	-3%	/	1.5%	1	-24	-8
CCOC(=O)Nc1ccc2c(c1)N(C(=O)CCN(CC)CC)c1ccccc1S2=O (centres undefined)	-16%	6%	1	-13%	-2	-1.8%	-21	12	1
COC(=O)c1ccc(/C=N/n2cnnc2)cc1	4%	4%	1	-3%	-8	0.0%	-6	-4	-2
CCN(CC)c1ncc(C#N)c(N)n1	-2%	6%	1	-10%	-2	-0.7%	-10	8	3
COc1ccc(-c2noc(N3CCC(C(=O)Nc4ccccc4Cl)CC3)n2)cc1	7%	2%	3	0%	-7	4.0%	10	-34*	-6
O=C1NC(=S)N/C1=C\c1ccc(N2CCOCC2)cc1	-5%	-1%	6	0%	-1	-3.7%	-4	-28	/
CC(=O)Nc1ncc(Cc2ccc(Cl)cc2Cl)s1	-5%	-17%	3	0%	-3	1.0%	-2	-9	-2
N#Cc1ncn(C2OC(CO)C(O)C2O)c1N (centres undefined)	1%	-1%	/	-6%	/	/	-2	/	/
CC(=O)Nc1ccc(S(=O)(=O)N(C)CC(=O)NCCC2=CCCCC2)cc1	1%	1%	5	-3%	-1	-3.0%	2	-2	20
C=CCN(C(=O)c1ccc2snnc2c1)c1ccccc1	-4%	-1%	2	-2%	-9	-0.5%	9	-2	9
CCc1ccc(NC(=O)C2CCCN2c2nn3c(=O)cc(C)nc3s2)cc1 (centres undefined)	3%	8%	2	1%	8	9.7%	-7	9	6
O=C(COC(=O)C1CCCCC1)Nc1cccc(F)c1	0%	-9%	/	-3%	/	/	1	/	/
O=C(CS(=O)(=O)c1ccccc1)Nc1ccc(S(=O)(=O)Nc2ncccn2)cc1	2%	-5%	8	-2%	-7	1.2%	-3	7	3
O=C(NCc1ccc(F)cc1)c1cc2n(n1)C(C(F)(F)F)CC(C1CC1)N2 (centres undefined)	-2%	3%	4	-3%	-1	1.7%	/	-3	-10
O=C(Nc1cccc(F)c1)C1C2C=CC3(CN(CCCN4CCOCC4)C(=O)C13)O2 (centres undefined)	1%	3%	-2	-1%	11	0.2%	4	-14	-2
CCC(C)NC(=O)c1c(N)n(/N=C/c2cccnc2)c2nc3ccccc3nc12 (centres undefined)	-5%	-13%	3	0%	-10	2.0%	13	2	-9
CCn1c(SCC(=O)N/N=C/C(C)=C\c2ccco2)nnc1-c1ccccc1	2%	3%	-2	2%	2	0.0%	-2	-1	-2
COc1cccc(N=c2oc3c(C)ncc(CO)c3cc2C(N)=O)c1	3%	-9%	0	-1%	-8	3.6%	10	11	-2
CCOc1ccc(C(=O)OCC(=O)Nc2cccc(S(=O)(=O)N3CCCC3)c2)cc1	0%	-9%	11	3%	/	3.3%	-15	-21	-8
CC(C)CN(C(=O)COC(=O)CCC(=O)c1ccc(Cl)cc1)c1c(N)n(Cc2ccccc2)c(=O)[nH]c1=O	-3%	?	8	-3%	-5	1.1%	13	-2	24
COc1cc(C(=O)NCc2ccccc2)cc(Br)c1OC	-5%	-19%	12	-2%	-9	-6.9%	10	-19	11
O=C(CCNC(=O)c1ccc(Cl)cc1)Nc1ccccc1Cl	-3%	15%	0	0%	-6	-2.7%	-3	4	/
CCN1C(=O)c2cccc3c(S(=O)(=O)Nc4ccccn4)ccc1c23	0%	-3%	2	-3%	-1	6.1%	6	4	-3
More compounds.
SMILES	Vif-A3G inh	Vif-A3F inh	D1 agonist	GRP78 ERSR act	D1 potentiator	RXFP1 ag	RXFP1 antag	D1 antagonist	D2 PAM
COc1ccc(-c2cc(OC(=O)c3cccc(Cl)c3)c3c(C)oc(C)c3c(=O)c2)cc1OC	-2%	-11%	4	-1%	-3	-1.5%	-25	2	2
O=S(=O)(c1cccc(Cl)c1)c1nnn2c1nc(NC1CCCCCC1)c1sccc12	5%	-6%	1	-1%	-5	?	-1	-11	0
OCCC1CN(CC2CC2)CCN1Cc1ccc(F)c(F)c1 (centres undefined)	-1%	9%	3	1%	0	-3.9%	7	-8	-23
CCn1c(SCC(=O)N2CCc3ccccc32)nnc1-c1ccco1	-1%	-1%	-1	-5%	0	0.9%	3	-15	-2
CCOC(=O)C1=C(COC(=O)CCOc2cccc(C)c2)NC(=O)NC1C (centres undefined)	-3%	0%	4	-3%	-1	4.1%	-1	1	-12
Cc1cccc(C(=O)Nc2ccc(C(=O)OCc3cc(=O)n4nc(CC(C)C)sc4n3)cc2)c1	10%	0%	1	2%	1	2.6%	6	-3	2
CC1(C)Cc2c(sc3nnn(Cc4ccc(Cl)cc4)c(=O)c23)CO1	-8%	-16%	0	0%	-2	-0.8%	-16	-2	4
Cc1cc(C)cc(N(C(=O)c2ccco2)C(C(=O)NC2CCCC2)c2ccncc2)c1 (centres undefined)	1%	-9%	-2	13%	-2	-1.5%	10	-28	4
Cc1cc2occ(CC(=O)NCc3cccs3)c2cc1C(C)C	-5%	-2%	2	5%	1	2.3%	-3	4	0
O=S(=O)(/C=C/c1ccccc1)N1CCN(c2ccc(F)cc2)CC1	1%	-4%	1	-3%	-2	-1.5%	-8	3	10

Four records picked at random from the list so far, as already listed:
SMILES	Vif-A3G inh	Vif-A3F inh	D1 agonist	GRP78 ERSR act	D1 potentiator	RXFP1 ag	RXFP1 antag	D1 antagonist	D2 PAM
CCOC(=O)C1=C(COC(=O)CCOc2cccc(C)c2)NC(=O)NC1C (centres undefined)	-3%	0%	4	-3%	-1	4.1%	-1	1	-12
Cc1cc2occ(CC(=O)NCc3cccs3)c2cc1C(C)C	-5%	-2%	2	5%	1	2.3%	-3	4	0
CC1(C)Cc2c(sc3nnn(Cc4ccc(Cl)cc4)c(=O)c23)CO1	-8%	-16%	0	0%	-2	-0.8%	-16	-2	4
Cc1cc(C)cc(N(C(=O)c2ccco2)C(C(=O)NC2CCCC2)c2ccncc2)c1 (centres undefined)	1%	-9%	-2	13%	-2	-1.5%	10	-28	4

Compound activity as filed in PubChem BioAssay.

The list is partial; rates above refer to the full screens.
